Screening results deposited in PubChem BioAssay by Sanford-Burnham Center for Chemical Genomics.
TIM10 inh = growth inhibitors of TIM10 yeast strain; AID 463195; S. cerevisiae TIM10 strain growth, BacTiter-Glo luminescence, 24 h; inhibition, % at 10 µM; 330,000 tested, 1.4% active;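 active means inhibition of 40% or more at the single tested concentration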;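 further: wild-type TIM10 isogenic control strain grown at permissive 25 °C; 0% = DMSO yeast wells and 100% = minimal medium wells without yeast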
A3A deaminase = inhibitors of human APOBEC3A DNA deaminase | 330,000 tested, 0.41% active | inhibition, % at 20 µM | recombinant A3A, FAM/TAMRA ssDNA deamination fluorescence | P31941;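 active means at least 40% inhibition at 20 µM here, with at most 30% in a related deaminase screen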;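 further: plate controls were A3A with DMSO for no effect and wells lacking A3A enzyme for full effect; some results filed as inactive read as strong as hits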
Target sequence (P31941 whole entry, looked up): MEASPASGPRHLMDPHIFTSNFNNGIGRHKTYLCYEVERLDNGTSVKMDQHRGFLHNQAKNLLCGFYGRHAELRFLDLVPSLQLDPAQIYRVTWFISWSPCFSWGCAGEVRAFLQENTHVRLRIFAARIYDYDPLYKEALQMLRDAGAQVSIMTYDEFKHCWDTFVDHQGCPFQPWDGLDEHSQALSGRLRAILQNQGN
A3G deaminase = blocks human APOBEC3G single-stranded DNA deamination; AID 493012; inhibition, % at 20 µM; recombinant A3G, ssDNA deamination FAM/TAMRA fluorescence; 330,000 tested, 0.28% active;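 active means inhibition of at least 40% at 20 µM, with no more than 30% in the related APOBEC3A deaminase screen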;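 further: plate controls were DMSO wells with A3G for no effect and wells lacking A3G enzyme for full effect; some compounds called inactive have numbers as strong as hits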
Target sequence (Q9HC16 whole entry, looked up): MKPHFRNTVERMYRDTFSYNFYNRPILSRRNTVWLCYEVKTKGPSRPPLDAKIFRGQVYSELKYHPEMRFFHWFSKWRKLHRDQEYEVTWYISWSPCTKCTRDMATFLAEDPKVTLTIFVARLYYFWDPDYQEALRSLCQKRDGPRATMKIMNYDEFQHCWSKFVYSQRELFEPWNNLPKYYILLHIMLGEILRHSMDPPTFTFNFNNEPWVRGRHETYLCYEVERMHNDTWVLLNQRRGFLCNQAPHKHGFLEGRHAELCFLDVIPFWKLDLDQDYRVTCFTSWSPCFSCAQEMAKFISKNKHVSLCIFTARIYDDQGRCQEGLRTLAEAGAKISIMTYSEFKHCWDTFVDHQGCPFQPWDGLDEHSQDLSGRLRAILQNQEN
NLRP3 yeast inh = NALP3 inhibition in yeast; Yeast reconstituted NLRP3/ASC/caspase-1, beta-gal luminescence, 24 h; inhibition, % at 10 µM; 330,000 tested, 0.39% active; AID 2825;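 active means inhibition of 50% or more; inactive means inhibition below 50%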;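 further: plate controls were induced DMSO wells for no effect and uninduced yeast grown without galactose for full effect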
hIAP inh = blocks human intestinal alkaline phosphatase; P09923; purified IAP, CDP-Star luminescence, 30 min; inhibition, % at 10 µM; 330,000 tested, 0.12% active;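 active means inhibition reaching a set limit with compound at 10 µM in the primary screen, cut at about 35% in these data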;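 further: plate controls were DMSO wells with enzyme for no effect and no-enzyme buffer wells for full effect; values of inactives mirror those of a sister screen read the other way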
mIAP act = mouse IAP activation; muIAP, CDP-Star luminescence, 30 min; hits give high values; 1 = vehicle-only enzyme signal, 0 = enzyme-free wells; activation factor at 10 µM; 330,000 tested, 0.24% active;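 active means activation factor of at least 2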; further: the source names both 10 and 20 µM as test concentration; values of inactives mirror those of a sister screen read the other way
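System: Mouse IAP enzyme | Also added: CDP-Star substrate | Dosing: Compounds dispensed in DMSO | Schedule: 30 min enzyme-substrate-compound incubation at room temperature | Technique: Chemiluminescence readout | Control set: DMSO-only wells and no-enzyme negative control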
tim10-1 inh = tim10-1 yeast growth inhibition; 330,000 tested, 2.2% active; S. cerevisiae tim10-1 ts strain growth, BacTiter-Glo, 24 h; inhibition, % at 20 µM;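 active means inhibition of at least 40%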;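 further: mutant grown at 25 °C; 0% = DMSO wells with yeast and 100% = wells holding no yeast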
mIAP block = blocks mouse intestinal alkaline phosphatase; AID 2806; inhibition, % at 10 µM; 330,000 tested, 0.2% active; purified mouse IAP, CDP-Star luminescence, 30 min;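 active means inhibition of at least 40% at 10 µM in the primary screen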;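 further: plate controls were DMSO with enzyme for no effect and no enzyme wells for full effect; values of inactives mirror those of a sister screen read the other way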
MIN6 prolif = inducers of beta-cell replication in MIN6 cells; MIN6 cells proliferation, ATPlite luminescence, 48 h; cells starved in 0.2% serum; 100% = growth in 10% serum; proliferation, % at 10 µM; 330,000 tested, 0.29% active;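 active means compounds whose signal lies at least 3.5 SD above the mean of all wells on their plate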;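 further: 0% = DMSO-treated cells in low-serum medium and 100% = 10% serum control; some compounds called inactive have numbers as strong as hits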
An asterisk follows results filed as active. Not a hit list; about 4.6% have a hit in one of these screens.

1: CCCN(CCC)C(=O)Cn1c(=O)n(CCCCC(=O)NC2CCCC2)c(=O)c2ccccc21
2: Cc1occc1C(=O)NCc1ccco1
3: O=C(C[n+]1cc(-c2ccc(F)cc2)n2c1CCC2)N1c2ccccc2Sc2ccccc21
4: CN1C(=O)NC(c2ccc(Cl)cc2)C2=C1CC(C)(C)CC2=O (stereo not drawn)
5: COc1ccc(-c2csc(Cc3nnc(N4CCOCC4)n3-c3ccccc3)n2)cc1OC
6: CCN(CC)C(CNS(=O)(=O)c1ccc(Cl)cc1)c1ccccc1 (stereo not drawn)
7: O=C(Nc1ccncc1)Nc1cccc(Cl)c1Cl
8: O=C(Cc1c(F)cccc1Cl)Nc1ccccc1C(=O)N1CCOCC1
9: CC(=O)c1sc(NC(=O)c2ccccc2)nc1-c1ccccc1
10: Cc1ccccc1Nc1c([N+](=O)[O-])ccc2nonc12
assay / entry | 1 | 2 | 3 | 4 | 5 | 6 | 7 | 8 | 9 | 10
TIM10 inh | 8.4 | -7.4 | -0.8 | 16.1 | 12.2 | 10.7 | -76.2 | 6.2 | 33.8 | -32.3
A3A deaminase | -3.8 | 12.7 | -2.0 | -3.5 | -0.1 | 2.1 | -1.1 | -0.9 | 6.6 | -1.9
A3G deaminase | -8.0 | 1.7 | -4.0 | -5.8 | -1.1 | -1.1 | -12.6 | -3.1 | 0.9 | -0.8
NLRP3 yeast inh | 13.5 | 11.1 | 2.6 | 7.9 | 3.6 | 10.1 | 14.3 | 17.0 | 0.7 | -12.9
hIAP inh | -9.6 | 3.2 | 10.3 | 13.3 | 2.6 | 6.6 | -25.3 | -5.3 | 15.9 | 3.6
mIAP act | 1.09 | 1 | 0.916 | 0.978 | 0.977 | 0.975 | 1.73 | 0.99 | 0.966 | 0.97
tim10-1 inh | 6.6 | 6.0 | 2.9 | -8.3 | 12.9 | 9.2 | -12.0 | -4.6 | -5.8 | -13.1
mIAP block | -8.8 | -0.4 | 8.4 | 2.2 | 2.3 | 2.5 | -73.3 | 1.0 | 3.4 | 3.0
MIN6 prolif | 2.3 | 2.9 | -0.6 | 3.2 | -3.0 | -5.5 | -5.1 | -1.2 | -3.4 | -5.5

11: CC12CCC(C)(c3nc4ccccc4nc31)C2(C)C
12: COC(=O)Cc1csc(/N=C/c2c(O)n(-c3cccc(C(F)(F)F)c3)c(=O)c3ccccc23)n1
13: CN1CCN(CCCNC(=O)CN2C(=O)COc3ccccc32)CC1
14: CC(=O)Oc1c(C)c(OC(C)=O)c2c(c1C(C)=O)OC1CC(=O)C(C(C)=O)=C(O)C21C (stereo not drawn)
15: COC(=O)c1c(NC(=O)C2CC(=O)NN2Cc2ccccc2)sc(C)c1C (stereo not drawn)
16: CC(=O)Nc1ccc(S(=O)(=O)N(C)CC(=O)N/N=C/c2ccncc2)cc1
17: NC(=O)NCCc1ccccc1
18: O=C(CCc1ccc(Oc2cc([N+](=O)[O-])cc([N+](=O)[O-])c2)cc1)N1CCCCCC1
19: COc1c(F)cc2[nH]c3c(c2c1F)CCNC3=O
20: CC1CN(C(=O)c2ccc(NS(=O)(=O)c3ccc(F)cc3)cc2)CC(C)O1 (stereo not drawn)
assay / entry | 11 | 12 | 13 | 14 | 15 | 16 | 17 | 18 | 19 | 20
TIM10 inh | 3.7 | -4.4 | -20.8 | -1.1 | 13.7 | -10.3 | 1.8 | 44.6* | 13.2 | -1.1
A3A deaminase | 1.0 | -4.3 | -2.8 | -0.2 | 0.7 | -1.2 | -3.7 | -0.8 | -2.6 | -3.0
A3G deaminase | -3.2 | -0.3 | -3.3 | -5.8 | -5.1 | 0.2 | -8.1 | -8.4 | -7.7 | -7.7
NLRP3 yeast inh | -0.3 | 1.3 | 8.9 | 7.3 | -5.3 | 6.6 | 13.8 | 4.9 | 16.1 | 22.8
hIAP inh | 10.3 | -0.6 | 2.6 | -16.7 | -5.7 | -13.0 | 6.1 | 12.6 | -5.0 | -3.0
mIAP act | 0.936 | 0.952 | 1.01 | 1.12 | 1.01 | 1.06 | 1.09 | 0.821 | 1.04 | 0.977
tim10-1 inh | 7.0 | 2.0 | -11.3 | -1.0 | 21.2 | 2.9 | 0.9 | 42.7* | 16.3 | -1.7
mIAP block | 6.4 | 4.8 | -0.9 | -12.5 | -0.7 | -5.9 | -9.5 | 17.9 | -3.9 | 2.3
MIN6 prolif | -1.6 | -1.9 | -5.1 | -1.0 | 1.1 | 0.0 | 0.3 | -5.0 | 3.9 | -0.6

21: Cc1cc(-c2ccccc2)nc(N(C)NC(=O)C2CC2)c1S(C)(=O)=O
22: O=C(NC(=S)Nc1cc(S(=O)(=O)N2CCOCC2)ccc1N1CCOCC1)c1ccco1
23: CCOc1ccc(CN(C)CC(=O)Nc2ccc(N3CCOCC3)cc2)cc1OC
24: CC(C)(C)OC(=O)[C@H](Cc1ccccc1)NC(=O)c1[nH]cnc1C(=O)Nc1cccc(Cl)c1
25: C=CC[C@@H](CC(=O)N[C@@H](CO)Cc1ccccc1)C(=O)N[C@@H](C)COC(=O)[C@@H](CC=C)Cc1ccc(F)cc1
26: Cc1ccc2nc(-c3ccc(NC(=O)COC(=O)c4ccc(=O)[nH]c4)cc3)sc2c1
27: CCn1c(C(=O)N2CCCC(C(=O)NCCCc3ccccc3)C2)cc2sccc21 (stereo not drawn)
28: COc1ccc(NC(=O)c2coc3ccccc23)cc1OC
29: CCN(CC)C(=O)CN(C#N)c1nc(Cl)nc(N(C)C)n1
30: CCOc1ccccc1CN1CCN(Cc2ccc(C)o2)C(CCO)C1 (stereo not drawn)
31: Cc1ccc(NC(=S)NC(=O)c2ccc(Br)o2)c(C)c1
assay / entry | 21 | 22 | 23 | 24 | 25 | 26 | 27 | 28 | 29 | 30 | 31
TIM10 inh | -5.9 | -4.2 | -11.9 | 24.3 | 4.3 | 8.4 | 2.3 | 27.5 | 3.7 | -5.9 | -0.3
A3A deaminase | -0.4 | -1.5 | 1.4 | 0.8 | -1.1 | -4.6 | -2.8 | -2.9 | 3.4 | -1.1 | -1.8
A3G deaminase | -0.7 | -1.4 | -5.1 | -2.6 | -7.0 | -1.4 | -6.3 | 0.6 | -3.3 | -6.1 | -8.3
NLRP3 yeast inh | 0.4 | 8.5 | 19.4 | 6.8 | 8.8 | 3.2 | 3.8 | 14.7 | -1.5 | 16.3 | 14.4
hIAP inh | 3.9 | -3.2 | -1.1 | -20.9 | -3.8 | -8.9 | -37.1 | -3.4 | 23.8 | -0.6 | 10.9
mIAP act | 0.994 | 1.2 | 1.16 | 0.941 | 1.08 | 0.988 | 1.31 | 1.06 | 0.954 | 1.06 | 0.918
tim10-1 inh | 5.1 | -2.8 | 8.3 | 28.1 | 1.5 | 13.1 | -26.4 | 18.7 | 1.8 | 0.8 | -2.8
mIAP block | 0.6 | -20.1 | -16.3 | 5.9 | -8.4 | 1.2 | -30.7 | -6.0 | 4.6 | -6.2 | 8.2
MIN6 prolif | -2.2 | 1.1 | 0.0 | -8.4 | -3.4 | -2.7 | 0.5 | -2.5 | -6.3 | -0.8 | -4.8

A second format for 10 compounds above.
Below each compound – TIM10 inh, A3A deaminase, A3G deaminase, NLRP3 yeast inh, hIAP inh, mIAP act, tim10-1 inh, mIAP block, MIN6 prolif
#19 COc1c(F)cc2[nH]c3c(c2c1F)CCNC3=O
→ 13.2, -2.6, -7.7, 16.1, -5.0, 1.04, 16.3, -3.9, 3.9
#20 CC1CN(C(=O)c2ccc(NS(=O)(=O)c3ccc(F)cc3)cc2)CC(C)O1 (stereo not drawn)
→ -1.1, -3.0, -7.7, 22.8, -3.0, 0.977, -1.7, 2.3, -0.6
#21 Cc1cc(-c2ccccc2)nc(N(C)NC(=O)C2CC2)c1S(C)(=O)=O
→ -5.9, -0.4, -0.7, 0.4, 3.9, 0.994, 5.1, 0.6, -2.2
#22 O=C(NC(=S)Nc1cc(S(=O)(=O)N2CCOCC2)ccc1N1CCOCC1)c1ccco1
→ -4.2, -1.5, -1.4, 8.5, -3.2, 1.2, -2.8, -20.1, 1.1
#23 CCOc1ccc(CN(C)CC(=O)Nc2ccc(N3CCOCC3)cc2)cc1OC
→ -11.9, 1.4, -5.1, 19.4, -1.1, 1.16, 8.3, -16.3, 0.0
#24 CC(C)(C)OC(=O)[C@H](Cc1ccccc1)NC(=O)c1[nH]cnc1C(=O)Nc1cccc(Cl)c1
→ 24.3, 0.8, -2.6, 6.8, -20.9, 0.941, 28.1, 5.9, -8.4
#25 C=CC[C@@H](CC(=O)N[C@@H](CO)Cc1ccccc1)C(=O)N[C@@H](C)COC(=O)[C@@H](CC=C)Cc1ccc(F)cc1
→ 4.3, -1.1, -7.0, 8.8, -3.8, 1.08, 1.5, -8.4, -3.4
#26 Cc1ccc2nc(-c3ccc(NC(=O)COC(=O)c4ccc(=O)[nH]c4)cc3)sc2c1
→ 8.4, -4.6, -1.4, 3.2, -8.9, 0.988, 13.1, 1.2, -2.7
#27 CCn1c(C(=O)N2CCCC(C(=O)NCCCc3ccccc3)C2)cc2sccc21 (stereo not drawn)
→ 2.3, -2.8, -6.3, 3.8, -37.1, 1.31, -26.4, -30.7, 0.5
#28 COc1ccc(NC(=O)c2coc3ccccc23)cc1OC
→ 27.5, -2.9, 0.6, 14.7, -3.4, 1.06, 18.7, -6.0, -2.5

Exported as a markdown table: entries from further up
| no. | Structure | TIM10 inh | A3A deaminase | A3G deaminase | NLRP3 yeast inh | hIAP inh | mIAP act | tim10-1 inh | mIAP block | MIN6 prolif |
| --- | --- | --- | --- | --- | --- | --- | --- | --- | --- | --- |
| 27 | CCn1c(C(=O)N2CCCC(C(=O)NCCCc3ccccc3)C2)cc2sccc21 (stereo not drawn) | 2.3 | -2.8 | -6.3 | 3.8 | -37.1 | 1.31 | -26.4 | -30.7 | 0.5 |
| 28 | COc1ccc(NC(=O)c2coc3ccccc23)cc1OC | 27.5 | -2.9 | 0.6 | 14.7 | -3.4 | 1.06 | 18.7 | -6.0 | -2.5 |
